14-3-3 Bad inh: disrupts binding of bovine 14-3-3 zeta to phospho-Bad peptide; P63103; TR-FRET 14-3-3zeta/Dy647-pBad peptide displacement, 1 h; inhibition, % at 21.7 µM; 0.71% of 220,000 active;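 active means inhibition above about 70%, limit read from the data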;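 further: 0% = full 14-3-3 plus peptide FRET controls and 100% = background without 14-3-3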
KLK5 inh: kallikrein 5 (human) inhibition; 0.59% of 210,000 active; inhibition, % at 5 µM; recombinant hK5, fluorogenic AMC substrate cleavage; Q9Y337;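 active means inhibition of 40% or more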;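 further: 0% = enzyme controls without compound and 100% = no-enzyme blanks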
FXIa inh 1536: factor XIa (human) inhibition | inhibition, % at 5 µM | 0.14% of 220,000 active | P03951 | AID 798 | purified FXIa, Boc-Glu-Ala-Arg-AMC fluorogenic substrate;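 active means inhibition of at least 40%; inactive means inhibition below 40%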;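 further: fluorescence of freed AMC excited at 355 nm; 0% = enzyme without compound and 100% = no enzyme blank; many of its hits are not listed in these tables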
Mdm2 ligase inh: inhibitors of human Mdm2 E3 ubiquitin ligase. Q00987. cell-based MDM2 ubiquitination luciferase reporter, 2 h; 0 = plate control, 100 = twice control, blank-subtracted. signal enhancement, % at 5 µM. 0.11% of 210,000 active;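 active means signal enhancement of 30% or more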;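 further: luminescence tracks abundance of the self-degrading MDM2-luciferase fusion protein; higher signal means inhibition of MDM2 E3 ligase activity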
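Material: Stable MDM2–luciferase fusion reporter cells | Amount: 2000 cells seeded into each well | Dosing: One concentration, 5 µM, with 0.2% DMSO | Incubation: 4 h cell settling then 2 h compound exposure, 37 °C | Measured by: Luciferase luminescence | Read-out basis: % enhancement relative to plate controls after blank subtraction | Benchmarks: Control and blank well means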
p97 inhibitor: human p97 ATPase inhibition | P55072 | 0.42% of 220,000 active | inhibition, % at 8 µM | recombinant p97 ATPase, Kinase-Glo ATP luminescence, 3 h; in the data active means inhibition above about 15%;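 further: 0% = DMSO vehicle and 100% = wells lacking enzyme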
Rad51 HR inh: blocks human Rad51 in homologous recombination; inhibition, % at 10 µM; AID 1385; 0.085% of 200,000 active; hRad51 DNA strand exchange, fluorescence dequenching;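 active means inhibition above 40% at the single screening dose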;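 further: 0% = DMSO control wells and 100% = blanks with heterologous ssDNA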
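Test system: preformed human Rad51 ssDNA filaments; also added: Donor/quencher-labelled 47-bp dsDNA substrate; doses: 10 µM final, single point; times: 37 °C 15-min filament assembly, 30-min compound preincubation, 15-min exchange; detection: FRET fluorescence dequenching, excitation 485 nm, emission 520 nm; read-out basis: Fluorescence-based percent inhibition, control- and blank-normalised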
eIF4E-4G inh: blocks eIF4E binding to eIF4G; TR-FRET eIF4E-eIF4GI(517-606) binding, 2 h; 0.37% of 220,000 active; P63073+Q04637; inhibition, % at 21.7 µM; AID 782;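 active means inhibition above about 30%, limit read from the data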;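 further: 0% = full FRET control wells and 100% = background wells lacking eIF4GI fragment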
Target sequence (P63073 whole entry, looked up, the tested form may be a part): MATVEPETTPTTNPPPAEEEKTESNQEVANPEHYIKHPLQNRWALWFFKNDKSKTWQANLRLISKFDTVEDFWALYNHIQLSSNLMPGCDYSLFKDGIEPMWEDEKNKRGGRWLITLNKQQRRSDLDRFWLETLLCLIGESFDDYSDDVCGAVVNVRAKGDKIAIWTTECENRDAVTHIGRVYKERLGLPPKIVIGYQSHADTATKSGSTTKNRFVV
Target sequence (Q04637 whole entry, looked up, the tested form may be a part): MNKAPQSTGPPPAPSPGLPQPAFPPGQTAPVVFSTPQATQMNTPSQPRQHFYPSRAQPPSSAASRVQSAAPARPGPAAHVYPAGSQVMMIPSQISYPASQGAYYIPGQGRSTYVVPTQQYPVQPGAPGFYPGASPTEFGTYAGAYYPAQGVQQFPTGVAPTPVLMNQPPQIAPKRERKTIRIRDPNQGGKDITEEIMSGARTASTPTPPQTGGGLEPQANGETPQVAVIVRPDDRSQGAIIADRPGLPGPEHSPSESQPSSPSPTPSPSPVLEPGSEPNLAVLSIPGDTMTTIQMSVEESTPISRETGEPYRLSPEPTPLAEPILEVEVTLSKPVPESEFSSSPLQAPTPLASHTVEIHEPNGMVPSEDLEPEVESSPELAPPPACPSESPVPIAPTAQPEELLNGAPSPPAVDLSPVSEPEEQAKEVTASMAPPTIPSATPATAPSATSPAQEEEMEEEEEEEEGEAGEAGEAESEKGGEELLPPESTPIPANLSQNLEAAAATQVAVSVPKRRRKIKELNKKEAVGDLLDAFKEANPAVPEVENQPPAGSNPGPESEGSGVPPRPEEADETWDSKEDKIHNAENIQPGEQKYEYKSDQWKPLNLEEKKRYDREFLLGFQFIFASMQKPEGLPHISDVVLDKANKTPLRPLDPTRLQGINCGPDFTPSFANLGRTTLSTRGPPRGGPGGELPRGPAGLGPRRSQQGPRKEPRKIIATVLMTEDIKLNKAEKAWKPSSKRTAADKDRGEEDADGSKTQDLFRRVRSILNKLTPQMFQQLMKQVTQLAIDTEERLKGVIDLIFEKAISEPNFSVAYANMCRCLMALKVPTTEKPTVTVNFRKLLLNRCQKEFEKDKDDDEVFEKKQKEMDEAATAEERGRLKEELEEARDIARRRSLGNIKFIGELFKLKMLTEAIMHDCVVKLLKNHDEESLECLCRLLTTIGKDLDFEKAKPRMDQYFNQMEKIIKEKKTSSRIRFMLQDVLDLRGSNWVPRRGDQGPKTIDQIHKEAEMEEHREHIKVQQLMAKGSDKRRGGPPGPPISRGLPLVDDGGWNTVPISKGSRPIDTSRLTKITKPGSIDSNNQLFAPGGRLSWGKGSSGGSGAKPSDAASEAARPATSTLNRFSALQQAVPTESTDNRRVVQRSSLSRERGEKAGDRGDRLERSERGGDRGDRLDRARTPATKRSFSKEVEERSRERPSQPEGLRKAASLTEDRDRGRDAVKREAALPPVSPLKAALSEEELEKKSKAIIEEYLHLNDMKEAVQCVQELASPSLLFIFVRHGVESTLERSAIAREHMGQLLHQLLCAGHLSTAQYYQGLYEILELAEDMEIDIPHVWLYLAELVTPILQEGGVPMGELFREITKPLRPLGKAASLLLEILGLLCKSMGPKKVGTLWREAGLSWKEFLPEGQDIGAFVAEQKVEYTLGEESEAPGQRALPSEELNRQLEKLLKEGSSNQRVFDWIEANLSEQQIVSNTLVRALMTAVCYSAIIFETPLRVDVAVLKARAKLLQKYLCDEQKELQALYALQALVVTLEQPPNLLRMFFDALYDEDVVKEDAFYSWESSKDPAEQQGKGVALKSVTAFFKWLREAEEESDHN
Wee1 stabilizer: blocks degradation of human Wee1 kinase; reporter increase, % at 5 µM; P30291; 1.2% of 220,000 active; HeLa Luc-Wee1K328M stability, luciferase luminescence; 100% = proteasome inhibitor MG132 effect;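 active means activation above the mean of all tested compounds plus 3 SD, set per screening run, cut at about 8.8% in these data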;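 further: cells exposed to compound for 20 h before luminescence read; 0% = DMSO alone and 100% = MG132 at 30 µM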
FXIIa inh: blocks human coagulation factor XIIa protease activity; 0.3% of 220,000 active; purified FXIIa, Boc-QGR-AMC fluorogenic substrate, 2 h; inhibition, % at 5 µM; P00748; in the data active means inhibition above about 40%;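 further: 0% = enzyme with no compound and 100% = blank without enzyme; many of its hits are not listed in these tables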
An asterisk follows results filed as active; [ ] = remark or other dose. Compounds as they come. Share with any hit: about 3.5%.

For CC(C)[C@H](NC(=O)NCc1ccco1)C(=O)O the results were 14-3-3 Bad inh -9, KLK5 inh -7, FXIa inh 1536 9, Mdm2 ligase inh -15, p97 inhibitor 3, Rad51 HR inh 10, eIF4E-4G inh -5, Wee1 stabilizer 1 and FXIIa inh 18.
For O=C1C2C3C=CC(C3)C2C(=O)N1c1ccc(-c2nc3ccccc3c(=O)o2)cc1 (stereo not drawn) the results were 14-3-3 Bad inh 0, KLK5 inh 33, FXIa inh 1536 29, Mdm2 ligase inh -89, p97 inhibitor -4, Rad51 HR inh -13, eIF4E-4G inh 4, Wee1 stabilizer -2 and FXIIa inh 36.
For O=C(CN1CCOCC1)Nc1ccc(S(=O)(=O)N2CCCCCC2)cc1 the results were 14-3-3 Bad inh 6, KLK5 inh -14, FXIa inh 1536 3, Mdm2 ligase inh -8, p97 inhibitor 3, Rad51 HR inh -9, eIF4E-4G inh -6, Wee1 stabilizer 0 and FXIIa inh 7.
C#CCOCCOCCOCCNc1nc(N2CCOCC2)nc(N2CCN(C(=O)[C@H](CCCCN)n3cc([C@@H](N)CO)nn3)CC2)n1 was read as 14-3-3 Bad inh 50, KLK5 inh 1, FXIa inh 1536 0, p97 inhibitor 3, Rad51 HR inh -10, eIF4E-4G inh 6, Wee1 stabilizer -1 and FXIIa inh 6.
For CC(=O)Nc1ccc(-c2ccc3nnc(C)n3n2)cc1 the results were 14-3-3 Bad inh -3, KLK5 inh -6, FXIa inh 1536 -3, Mdm2 ligase inh -8, p97 inhibitor 4, Rad51 HR inh 6, eIF4E-4G inh 1, Wee1 stabilizer -3 and FXIIa inh -7.
Screening Cc1ccccc1-c1nnc(SCC(=O)N(CC(C)C)c2c(N)n(CC(C)C)c(=O)[nH]c2=O)n1C returned 14-3-3 Bad inh -13, KLK5 inh 1, FXIa inh 1536 0, Mdm2 ligase inh -10, p97 inhibitor 1, eIF4E-4G inh -1, Wee1 stabilizer -1 and FXIIa inh 1.
For Cc1ccc(S(=O)(=O)/N=C2/NC(=O)/C(=C/c3ccc(Br)o3)S2)cc1 the results were 14-3-3 Bad inh -6, KLK5 inh -38, FXIa inh 1536 -2, Mdm2 ligase inh 3, p97 inhibitor -4, Rad51 HR inh -4, eIF4E-4G inh 8, Wee1 stabilizer -1 and FXIIa inh 3.
`Cc1ccc(C(=O)Nc2c(C#N)c(C)c(C)n2Cc2ccccc2)cc1` gave 14-3-3 Bad inh -3, KLK5 inh -8, FXIa inh 1536 -9, Mdm2 ligase inh -27, p97 inhibitor -7, Rad51 HR inh 15, eIF4E-4G inh 2, Wee1 stabilizer -1 and FXIIa inh -5.
Cc1cc(N/N=C/c2ccncc2)nc2ccccc12 was read as 14-3-3 Bad inh -12, KLK5 inh -12, FXIa inh 1536 -4, Mdm2 ligase inh -12, p97 inhibitor -1, Rad51 HR inh 3, eIF4E-4G inh -1, Wee1 stabilizer 2 and FXIIa inh 2.
`C=CCn1c(C)cc(C(=O)COc2ccc(C)nc2[N+](=O)[O-])c1C` gave 14-3-3 Bad inh -5, KLK5 inh -9, FXIa inh 1536 11, Mdm2 ligase inh -6, p97 inhibitor -2, Rad51 HR inh 4, eIF4E-4G inh 4, Wee1 stabilizer -3 and FXIIa inh 14.
For COc1cc(CCC(=O)OCC(=O)Nc2ccccc2C#N)cc(OC)c1OC the results were 14-3-3 Bad inh -7, KLK5 inh -8, FXIa inh 1536 -5, Mdm2 ligase inh -1, p97 inhibitor -6, Rad51 HR inh -7, eIF4E-4G inh -1, Wee1 stabilizer -3 and FXIIa inh 5.
O=C(O)CCCC(=O)NNc1ncnc2ccccc12 was read as 14-3-3 Bad inh 2, KLK5 inh -10, FXIa inh 1536 3, Mdm2 ligase inh 8, p97 inhibitor 2, Rad51 HR inh 3, eIF4E-4G inh 18[fluorescence artefact?], Wee1 stabilizer 4 and FXIIa inh 3.
C=CCNC(=S)NNC(=O)c1cccc2ccccc12 was read as 14-3-3 Bad inh -24, KLK5 inh -54, FXIa inh 1536 -13, Mdm2 ligase inh -19, p97 inhibitor 2, Rad51 HR inh -4, eIF4E-4G inh 2, Wee1 stabilizer 2 and FXIIa inh 16.
For Cc1nc(SCc2cccc(C(=O)O)c2)nc2c1CCCC2 the results were 14-3-3 Bad inh -9, FXIa inh 1536 4, p97 inhibitor 6, eIF4E-4G inh 0, Wee1 stabilizer 1 and FXIIa inh 10.
CCOC(=O)c1c(NC(=S)Nc2ccc(OCC)cc2)sc2c1CCN(C)C2 was read as 14-3-3 Bad inh -8, KLK5 inh -5, FXIa inh 1536 4, Mdm2 ligase inh -6, p97 inhibitor 2, Rad51 HR inh -172, eIF4E-4G inh -3, Wee1 stabilizer 1 and FXIIa inh 10.
For COC(=O)c1cc(S(=O)(=O)Nc2cc(S(=O)(=O)N(C)C)ccc2C)oc1C the results were 14-3-3 Bad inh -2, KLK5 inh -4, FXIa inh 1536 1, Mdm2 ligase inh -6, p97 inhibitor 8, Rad51 HR inh 19, eIF4E-4G inh 0, Wee1 stabilizer 0 and FXIIa inh 15.
`CC1(C)Cc2c(sc3ncnc(NNC(=S)NCc4ccccc4)c23)CO1` gave 14-3-3 Bad inh -9, KLK5 inh -99, FXIa inh 1536 6, p97 inhibitor 3, eIF4E-4G inh 1, Wee1 stabilizer 5 and FXIIa inh 9.
For O=C(NC1CCCCC1)N1CCC(c2nc3ccccc3[nH]2)CC1 the results were 14-3-3 Bad inh 33[fluorescence artefact?], KLK5 inh -22, FXIa inh 1536 -8, Mdm2 ligase inh -20, p97 inhibitor -9, Rad51 HR inh -7, eIF4E-4G inh -7, Wee1 stabilizer 1 and FXIIa inh 7.
Screening Cc1snc(SCC(=O)N/N=C(\N)COc2ccc(F)cc2)c1C#N returned 14-3-3 Bad inh -12, KLK5 inh 3, FXIa inh 1536 -5, Mdm2 ligase inh -10, p97 inhibitor 3, Rad51 HR inh 3, eIF4E-4G inh -7, Wee1 stabilizer -2 and FXIIa inh -7.
Cc1c(CCO)c(=O)oc2n[nH]c(-c3ccccc3)c12 was read as 14-3-3 Bad inh -4, KLK5 inh -1, FXIa inh 1536 -1, Mdm2 ligase inh -11, p97 inhibitor 1, Rad51 HR inh 0, eIF4E-4G inh -1, Wee1 stabilizer -1 and FXIIa inh 8.
COCc1nc(-c2cc(OC)c(OC)c(OC)c2)no1 was read as 14-3-3 Bad inh 12, KLK5 inh -140, FXIa inh 1536 0, Mdm2 ligase inh 2, p97 inhibitor 3, Rad51 HR inh -4, eIF4E-4G inh -2[fluorescence artefact?], Wee1 stabilizer 1 and FXIIa inh 8.
`CCCOc1ccc(Cn2cnc3ccccc32)cc1` gave 14-3-3 Bad inh 6, KLK5 inh -25, FXIa inh 1536 -4, Mdm2 ligase inh -16, p97 inhibitor -6, Rad51 HR inh 0, eIF4E-4G inh 1, Wee1 stabilizer -2 and FXIIa inh -2.
Cn1ncc(Oc2ccc([N+](=O)[O-])cc2)c(Cl)c1=O was read as 14-3-3 Bad inh 4, KLK5 inh 71*, FXIa inh 1536 25, Mdm2 ligase inh -3, p97 inhibitor -2, eIF4E-4G inh 5, Wee1 stabilizer -1 and FXIIa inh 42*.
Screening COc1ccc(N2C(=O)CC(Sc3ccccc3C(=O)O)C2=O)c([N+](=O)[O-])c1 (stereo not drawn) returned 14-3-3 Bad inh -3, KLK5 inh 6, FXIa inh 1536 -3, Mdm2 ligase inh -2, p97 inhibitor 6, Rad51 HR inh -29, eIF4E-4G inh -2, Wee1 stabilizer 3 and FXIIa inh 12.
Screening CCOC(=O)c1c(C)oc(NC(=O)COc2ccc(Cl)cc2C)c1C#N returned 14-3-3 Bad inh -7, KLK5 inh -30, FXIa inh 1536 19, Mdm2 ligase inh -20, p97 inhibitor -2, Rad51 HR inh -4, eIF4E-4G inh 3, Wee1 stabilizer -2 and FXIIa inh 27.
For CCOC(=O)c1ccc(-n2ccnc2)c(NC(=O)c2ccc(C(C)(C)C)cc2)c1 the results were 14-3-3 Bad inh 6, KLK5 inh -9, FXIa inh 1536 4, Mdm2 ligase inh 6, p97 inhibitor 7, Rad51 HR inh -9, eIF4E-4G inh 23, Wee1 stabilizer -1 and FXIIa inh 3.
Screening COc1cc(N2CN=c3s/c(=C\c4ccccn4)c(=O)n3C2)cc(OC)c1OC returned 14-3-3 Bad inh -11[fluorescence artefact?], KLK5 inh -3, FXIa inh 1536 -2, Mdm2 ligase inh -21, p97 inhibitor 8, Rad51 HR inh -5, eIF4E-4G inh 5[fluorescence artefact?], Wee1 stabilizer -2 and FXIIa inh 14.
For CCOc1ccc(N2C(=O)CC(N3CC(C)OC(C)C3)C2=O)cc1 (stereo not drawn) the results were 14-3-3 Bad inh -10, KLK5 inh -2, FXIa inh 1536 1, Mdm2 ligase inh 1, p97 inhibitor -4, Rad51 HR inh -4, eIF4E-4G inh 0, Wee1 stabilizer -2 and FXIIa inh 20.
For CCOC(=O)CN(C(=O)CN1CCOCC1)c1ccc(Br)cc1 the results were 14-3-3 Bad inh 5, KLK5 inh 2, FXIa inh 1536 0, Mdm2 ligase inh -6, p97 inhibitor 6, Rad51 HR inh -4, eIF4E-4G inh -10, Wee1 stabilizer -1 and FXIIa inh -1.
Screening CC(C)c1c(C#N)c(N)nc(SCC(=O)c2cc3ccccc3oc2=O)c1C#N returned 14-3-3 Bad inh -1, KLK5 inh 0, FXIa inh 1536 1, Mdm2 ligase inh 1, p97 inhibitor 4, Rad51 HR inh -8, eIF4E-4G inh -3, Wee1 stabilizer -1 and FXIIa inh 3.

For convenience, some entries already given.
Screening Cc1ccccc1-c1nnc(SCC(=O)N(CC(C)C)c2c(N)n(CC(C)C)c(=O)[nH]c2=O)n1C returned 14-3-3 Bad inh -13, KLK5 inh 1, FXIa inh 1536 0, Mdm2 ligase inh -10, p97 inhibitor 1, eIF4E-4G inh -1, Wee1 stabilizer -1 and FXIIa inh 1.
For Cc1ccc(S(=O)(=O)/N=C2/NC(=O)/C(=C/c3ccc(Br)o3)S2)cc1 the results were 14-3-3 Bad inh -6, KLK5 inh -38, FXIa inh 1536 -2, Mdm2 ligase inh 3, p97 inhibitor -4, Rad51 HR inh -4, eIF4E-4G inh 8, Wee1 stabilizer -1 and FXIIa inh 3.
`Cc1ccc(C(=O)Nc2c(C#N)c(C)c(C)n2Cc2ccccc2)cc1` gave 14-3-3 Bad inh -3, KLK5 inh -8, FXIa inh 1536 -9, Mdm2 ligase inh -27, p97 inhibitor -7, Rad51 HR inh 15, eIF4E-4G inh 2, Wee1 stabilizer -1 and FXIIa inh -5.
Cc1cc(N/N=C/c2ccncc2)nc2ccccc12 was read as 14-3-3 Bad inh -12, KLK5 inh -12, FXIa inh 1536 -4, Mdm2 ligase inh -12, p97 inhibitor -1, Rad51 HR inh 3, eIF4E-4G inh -1, Wee1 stabilizer 2 and FXIIa inh 2.
`C=CCn1c(C)cc(C(=O)COc2ccc(C)nc2[N+](=O)[O-])c1C` gave 14-3-3 Bad inh -5, KLK5 inh -9, FXIa inh 1536 11, Mdm2 ligase inh -6, p97 inhibitor -2, Rad51 HR inh 4, eIF4E-4G inh 4, Wee1 stabilizer -3 and FXIIa inh 14.
